Luc counter = counter-screen: inhibitors of Kinase-Glo firefly luciferase; Potency, µM (highest dose often 38.3 µM), inactives show at the top dose activity change, negative = inhibition, actives largely listed as inhibitors; Q27757; Kinase-Glo luciferase, ATP luminescence, 8 min; hit rate 0.28% among 200,000; further: on the % scale 0 is the no-effect control and ±100 the full control effect; nearly all actives have a fitted effect of over 60% in size
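Substrate mix (final 50 mM imidazole pH 7.2, 50 mM KCl, 7 mM MgCl2, 10 uM ATP, 0.01% Tween 20, 0.05% BSA) plus pin-tool compound, then Kinase-Glo detection mix; 8 min ambient, luminescence read.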
L3MBTL1 block = L3MBTL1 (human) inhibition. Q9Y468. Potency, µM (doses to about 57.1 µM), without a hit: top-dose activity, negative = inhibition, most hits filed as inhibitors. hit rate 0.66% among 230,000. AID 485360. AlphaScreen L3MBTL1–H3K9me1 peptide binding; further: on the % scale 0 is the no-effect control and ±100 the full control effect; nearly all actives have a fitted effect of over 60% in size
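Read-out is AlphaScreen signal from streptavidin donor and nickel chelate acceptor beads (10 ug/mL final each) bridging L3MBTL1 (50 nM) and biotinylated K9-monomethylated H3(1-15) peptide (75 nM), after 30 min compound exposure at room temperature.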
SMN2 splice up = SMN2 splice variant enhancement; AID 1458; hit rate 2.8% among 210,000; HEK293 SMN2-luciferase splicing reporter, luminescence, 30-36 h; Potency, µM (doses to about 46.1 µM), for the others: at the highest dose activity change, positive = activation, most hits filed as activators; further: % of control where 0% means no effect; nearly all actives have a fitted effect of over 55% in size
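qHTS luciferase splicing reporter: luminescence rises when SMN2 exon 7 is included in transfected HEK293 cells. Compound exposure lasted 30-36 h at 37C, with 4.5 mM final sodium butyrate as control, followed by a ONE-Glo read.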
RECQ1 inh = blocks DNA unwinding by human RECQ1. RECQ1 DNA unwinding, red fluorescence kinetic read. Potency, µM (titrated, usually from 57.3 µM), for inactives: at the top dose activity, negative = inhibition, actives largely listed as inhibitors. hit rate 0.54% among 240,000. AID 2549;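 further: plate controls were vehicle for no effect and no enzyme for full effect; nearly all actives have a fitted effect of over 30% in size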
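RECQ1T1 50 nM; forked duplex (20 bp + 30-nt ss tails) 200 nM, ATP 2 mM final; pH 8.0, 2 mM MgCl2, 2.5 ug/ml poly(dI-dC); 15 min compound preincubation; discontinuous kinetic read over 2 h at RT.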
ALDH1A1 inh = inhibitors of human aldehyde dehydrogenase 1A1. Purified ALDH1A1, NADH fluorescence, propionaldehyde substrate. Potency, µM (top dose mostly 75.3 µM), inactives show top-dose activity, negative = inhibition, usual class: inhibitors. hit rate 7.3% among 220,000; active means well fitted inhibition curve with a large enough effect, not every such curve was filed as active; inconclusive means small, poorly fitted or top-dose-only effect, or another doubt; inactive means no such curve, though single readings can be large or run the other way;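 further: plate controls were no enzyme wells and a reference inhibitor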
Target sequence (P00352 whole entry, looked up): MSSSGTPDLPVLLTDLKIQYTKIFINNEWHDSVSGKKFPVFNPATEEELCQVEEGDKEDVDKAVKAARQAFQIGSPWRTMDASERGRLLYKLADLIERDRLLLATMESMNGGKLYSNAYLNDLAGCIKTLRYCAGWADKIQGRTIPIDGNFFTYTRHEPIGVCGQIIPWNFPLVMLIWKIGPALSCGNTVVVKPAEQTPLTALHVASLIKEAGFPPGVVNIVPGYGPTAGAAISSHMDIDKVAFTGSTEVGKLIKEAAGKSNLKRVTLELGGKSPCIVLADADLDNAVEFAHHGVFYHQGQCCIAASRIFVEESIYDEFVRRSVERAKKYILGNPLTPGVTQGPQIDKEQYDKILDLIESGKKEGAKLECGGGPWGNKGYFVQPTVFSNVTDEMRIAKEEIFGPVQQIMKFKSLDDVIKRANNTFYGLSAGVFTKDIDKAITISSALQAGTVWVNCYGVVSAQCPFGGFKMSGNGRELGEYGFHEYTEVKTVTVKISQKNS
Tau fibril ThT = tau fibrillization inhibition (ThT binding). Potency, µM (titrated, usually from 57.4 µM), for inactives: at the top dose activity, negative = inhibition, hits mostly inhibitors. hit rate 2.1% among 270,000. recombinant tau K18 P301L (four-repeat tau fragment), heparin-induced fibrillization, ThT fluorescence; further: on the % scale 0 is the no-effect control and ±100 the full control effect; nearly all actives have a fitted effect of over 55% in size
Target sequence (P10636 561-689 P618L limits assumed): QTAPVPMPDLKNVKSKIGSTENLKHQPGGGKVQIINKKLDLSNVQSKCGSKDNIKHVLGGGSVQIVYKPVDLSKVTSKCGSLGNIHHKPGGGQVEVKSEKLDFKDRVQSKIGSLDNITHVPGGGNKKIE
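Aggregation was driven by heparin (20 uM final) acting on recombinant tau […] bearing P301L in 100 mM sodium acetate pH 7; fibrils were detected with Thioflavin T.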
Lamin A splicing = modulators of lamin A splicing | HeLa LMNA splicing GFP/RFP minigene ratio, 48 h | Potency, µM (titrated, usually from 46.1 µM), for inactives: top-dose ratio change, negative = inhibition, usual class: inhibitors | hit rate 0.01% among 200,000; active means well fitted inhibition curve with a large enough effect in the signal ratio, with a control signal flat, not every such curve was filed as active; inconclusive means small, poorly fitted or top-dose-only effect, or effect the other way, or a change in a side signal; the % refers to the signal ratio; further: on the % scale 0 is the no-effect control and ±100 the full control effect
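S3 HeLa stable clones carrying a lamin A-EGFP splicing minigene plus DsRed2 were seeded at 600 cells/well in Opti-MEM with 2% FBS, pin-dosed and incubated 48 h at 37°C. Acumen cytometry (488 nm) gave the GFP/RFP total-intensity ratio.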
KDM4E inh = JMJD2E (human) inhibition | AID 2147 | Potency, µM (series often up to 57.1 µM), without a hit: top-dose activity change, negative = inhibition, hits mostly inhibitors | JMJD2E catalytic domain, FDH-coupled NADH fluorescence (FDH is formaldehyde dehydrogenase) | hit rate 1.6% among 230,000 | B2RXH2; active means well fitted inhibition curve with a large enough effect, not every such curve was filed as active; inconclusive means small, poorly fitted or top-dose-only effect, or another doubt; inactive means no such curve, though single readings can be large or run the other way;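 further: 0% = wells with enzyme and -100% = buffer wells without enzyme; nearly all actives have a fitted effect of over 50% in size; many of its hits are not listed in these tables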
Target sequence (B2RXH2 1-337 limits assumed): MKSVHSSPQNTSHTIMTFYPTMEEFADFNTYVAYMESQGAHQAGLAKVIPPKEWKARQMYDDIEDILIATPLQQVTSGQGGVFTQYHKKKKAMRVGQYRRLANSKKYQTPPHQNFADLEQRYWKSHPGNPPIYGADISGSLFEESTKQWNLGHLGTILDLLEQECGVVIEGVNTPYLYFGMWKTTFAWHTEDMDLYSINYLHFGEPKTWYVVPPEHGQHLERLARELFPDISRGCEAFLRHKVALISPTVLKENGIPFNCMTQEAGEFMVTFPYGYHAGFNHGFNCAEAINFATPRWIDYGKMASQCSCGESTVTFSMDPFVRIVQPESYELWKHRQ
The depositor's hits bear a star; i = inactive; ? = inconclusive; . = not tested or not shown; [ ] = remark or other dose. Unless noted, the call rests on the fitted dose curve; in most records, active means well fitted curve in the direction sought with a large enough effect; inconclusive means small, poorly fitted or top-dose-only effect, or another doubt; inactive means no such curve, though single readings can be large; an effect the other way counts as inactive or inconclusive. Potency means the concentration at half of the fitted maximal effect. This is a subset; count on the stated rates, not on these rows.

Structure,Luc counter,L3MBTL1 block,SMN2 splice up,RECQ1 inh,ALDH1A1 inh,Tau fibril ThT,Lamin A splicing,KDM4E inh
CN1C=CC=C/C1=C1/N=C(c2ccccc2)OC1=O,1%,6%,?,0%,-4%,-4%,-6%[46 µM],2%
CCOc1ccccc1C(=O)N(Cc1cccs1)C1CCS(=O)(=O)C1 (configuration not stated),.,-5%,.,-9%,-7%,-2%,0%,3%
CC(=O)c1sc(NC(=O)c2cc(-c3ccccc3)nn2-c2ccccc2)nc1C,0%,-14%,-28%,-1%,-4%,-10%,?,-12%
CCN(Cc1ccncc1)C(=S)Nc1c(C)cccc1C,1%,1%,-21%,4%,16%,-2%,-19%,-6%
CCOc1ccc2nc(SCC(=O)NC(=O)C(C)C)sc2c1,8%,.,26%,-1%,-3%,?,2%[46 µM],-2%
CNc1nc(Sc2ccccc2)cc(C(F)(F)F)n1,4%,16%,-4%,-7%,35µM*,?,11%,-23%
CC(=O)Nc1cccc(/C(C)=N/NS(=O)(=O)c2ccc(C)cc2)c1,-4%,-3%,14%,3%,?,2%,.,?
CCCN(CCC)c1cc(Cl)nc(N)n1,-2%,.,-8%,i,-2%,-11%,.,3%
COc1ccc(/C=N/N=C2/CC(C)(C)Cc3n[nH]c(=O)cc32)cc1,2%,-10%,2%,-3%,28µM*,?,?,32µM*
CCCN1CCN(CCCNC(=O)Cn2nc(-c3ccc(C)cc3)ccc2=O)CC1,-4%,38%[activator],-1%,4%,?,11%,5%,?
Cn1c(=O)c2c(nc(NCCO)n2CCc2ccccc2)n(C)c1=O,0%,.,-78%[inhibitor],2%,-1%,-1%,?,8%
CCOC(=O)c1c(NC(=O)Cn2cnc3scc(-c4ccc(C)cc4)c3c2=O)sc(C)c1C,-2%,0%,-26%,-14%,14µM*,-8%,-14%,1%
CCCN1CCN(C(=S)Nc2ccc(SC(F)F)cc2)CC1,-2%,1%,-19%,-2%,5%,-1%,.,0%
Cc1cccc(C(=O)NNS(=O)(=O)c2ccccc2)c1O,-3%,7%,.,-7%,?,-11%,22%[46 µM],-25%
Cc1ccc(C)c(NC(=O)Cn2nc(-c3ccccc3)nc2-c2ccccc2)c1,2%,44%[activator],-5%,i,21%,15%,5%,-5%

New compounds follow.
Structure,Luc counter,L3MBTL1 block,SMN2 splice up,RECQ1 inh,ALDH1A1 inh,Tau fibril ThT,Lamin A splicing,KDM4E inh
Cc1oc(-c2ccccc2F)nc1CN1CCC(C(=O)NCc2cccnc2)CC1,1%,1%,-5%,-15%,-5%,-2%,0%,-5%
COc1ccc(/C=N/Nc2cc(N3CCCC3)nc(N3CCCC3)n2)cc1,0%,.,-36%[inhibitor],i,0%,?,.,?
COc1cccc2c1OCC(C(=O)NCc1ccc(Cl)cc1Cl)=C2,4%,4%,-17%,-2%,-4%,-14%,-15%,5%
CCOc1ccc(-c2nn(-c3ccccc3)cc2/C=C2\SC(=S)N(C3CCS(=O)(=O)C3)C2=O)cc1 (configuration not stated),-2%,.,-4%,3%,4%,-11%,-6%,-3%
Cc1cc(NS(=O)(=O)c2ccccc2)cc(Cl)c1O,-3%,3%,-2%,-9%,7.1µM*,-5%,?,8%
Fc1ccc(-n2cc(CNCCc3ccccn3)c(-c3ccccc3Cl)n2)cc1,4%,-11%,.,-1%,-9%,-12%,?,?
CN1C(=O)/C(=N\OC(=O)c2cccc3ccccc23)c2ccccc21,-1%,0%,-11%,-5%,14µM*,?,?,-15%
O=C(COc1ncnc2ccc(Br)cc12)NCc1ccc2c(c1)OCO2,-3%,.,?,i,-1%,-9%,-1%,1%
CCc1nnc(NC(=O)COc2ccc([N+](=O)[O-])cc2)s1,1%,3%,12%,-3%,6%,-14%,?,5%
COc1ccc(-n2c(Cc3cccn3C)nnc2SCC(=O)Nc2ccc3c(c2)OCCO3)cc1,4%,.,-20%,-4%,1µM*,6%,14%,1%
O=C(O)/C=C/c1cnc2ccccc2c1,-2%,2%,20%,-13%,14%,6%,.,8%
COC(=O)c1ccc(COC(=O)Cc2n[nH]c(=O)c3ccccc23)cc1,1%,17%,-13%,8%,-1%,-8%,7%[46 µM],-5%
CCn1c(CCCOc2ccc(Cl)cc2Cl)n[nH]c1=S,0%,-13%,.,i,?,-4%,.,-6%
COCCNC(=O)CNC(=S)N(CCCN1CCOCC1)Cc1cccs1,1%,15%,-15%,-4%,-2%,7%,16%[46 µM],-6%
COc1ccc(Nc2nc(C)cc(C)c2C(N)=O)cc1,16%,.,-7%,1%,3%,-11%,-1%,2%

The listing continues.
Structure,Luc counter,L3MBTL1 block,SMN2 splice up,RECQ1 inh,ALDH1A1 inh,Tau fibril ThT,Lamin A splicing,KDM4E inh
CC1CCc2c(sc(NC(=O)COC(=O)c3ccc(O)cc3)c2C#N)C1 (configuration not stated),1%,-21%,14%,?,?,?,.,-23%
CS(=O)(=O)Nc1ccc(C(=O)NCc2ccc3c(c2)OCO3)cc1,2%,.,-2%,i,3%,2%,-4%,-15%
COc1cc(OC)cc(C(=O)NC(=S)N2CCN(c3ccc(C(F)(F)F)cc3[N+](=O)[O-])CC2)c1,-2%,-8%,-23%,-4%,3%,-7%,-17%,8%
CSc1nc(-c2ccccc2)nc(SC)c1C(C)=O,0%,.,23%,-5%,12%,-17%,15%,4%
CCC(=O)c1ccc2c(c1)OCCO2,.,6%,.,-5%,.,-2%,.,-5%
Cc1nc2ncnn2c(N2CCN(C(=O)c3cccc(F)c3)CC2)c1C,2%,7%,-23%,-3%,?,-5%,-8%,-2%
COc1ccc(N(C(=O)c2ccc(S(=O)(=O)N3CCOCC3)cc2)C2C=CS(=O)(=O)C2)cc1 (configuration not stated),1%,0%,7%,i,?,-5%,2%,-2%
Cc1noc(C)c1C(c1ccccc1)c1ccccc1,0%,.,0%,i,-7%,-11%,5%,-19%
Cc1ncc(CO)c(CO)c1O,3%[17.1 µM],6%,6%[20.6 µM],-2%[25.9 µM],?,.,-12%,?
Cc1ccc(S(=O)(=O)N2CCC(C)CC2)cc1[N+](=O)[O-],-4%,-10%,-21%,4%,?,-2%,.,5%
CC(C)(C)C(=O)Nc1ccc(C(=O)Nc2cccnc2)cc1,0%,.,?,-6%,3%,-12%,3%,7%
FC(F)(F)c1cnc(-n2cc[nH]c2=S)c(Cl)c1,-4%,.,-1%,-5%,13%,-17%,6%,0%
O=C(CSc1ncnc2c1oc1ccccc12)NCc1ccc(F)cc1,2%,.,-27%,0%,1%,-7%,-12%,-5%
COc1ccc(C)cc1NC(=O)CN1CCN(C/C=C/c2ccccc2)CC1,2%,.,-6%,-8%,-4%,-13%,?,-4%
CC(=O)c1sc(NC(=O)c2ccco2)nc1-c1ccccc1,5%,.,28%,-6%,2%,-13%,-8%,3%

(list continues)
Structure,Luc counter,L3MBTL1 block,SMN2 splice up,RECQ1 inh,ALDH1A1 inh,Tau fibril ThT,Lamin A splicing,KDM4E inh
Cc1cc(Cl)c(S(=O)(=O)N2CCN(c3ccc(F)cc3)CC2)cc1OCC(N)=O,-1%,0%,-30%[inhibitor],i,11%,9%,?,0%
Cc1ccc(CNC(=O)COC(=O)c2cnccn2)cc1,-2%,1%,5%,-1%,10%,-11%,5%,-1%
Cc1ccc(C(=O)NC(=S)NNC(=O)CCN2CCOCC2)cc1,7%,-10%,-61%[inhibitor],-3%,?,-4%,?,4%
CC(=O)N1c2ccccc2C(C)(C)C2CCC(C)CC21 (configuration not stated),3%,10%,1%,4%,3%,-13%,-4%,-8%
CC(C)[C@H](NC(=O)OC(C)(C)C)c1nnc(SCC(=O)Nc2ccc(Br)cc2)o1,4%,-2%,-13%,-13%,?,-2%,-13%,0%
COc1ccccc1CCn1c(N)c(C#N)c2nc3ccccc3nc21,1%,27%,0%,-13%,?,-5%,-6%,?
Cn1cnc(S(=O)(=O)NCc2ccccc2)c1,18%,1%,-17%,-8%,6%,-5%,?,-1%
CCOc1cc(N2CCOCC2)c(OCC)cc1NC(=O)COC(=O)c1ccccc1C,-2%,-22%,-14%,i,14%,-7%,-5%,1%
NS(=O)(=O)c1ccc(NN=C2CCCCC2)c([N+](=O)[O-])c1,-2%,-16%,8%,-19%,-2%,?,-2%,-3%
Cc1cnc(CNc2ncnc3ccc(-c4cccc(C#N)c4)cc23)cn1,-4%,.,-1%,-3%,-13%,-14%,15%,-15%
OCCCc1nc2n(n1)C(c1cccs1)C=C(c1ccc(Br)cc1)N2 (configuration not stated),3%,-1%,-21%,-3%,?,?,?,?
Cc1nc(N)sc1C(=O)N/N=C/c1ccccc1[N+](=O)[O-],-6%,16%,14µM*,-2%,3%,-6%,10%[9.22 µM],0%
Cc1nc(N2CCN(Cc3ccc4c(c3)OCO4)CC2)c2cc(-c3ccccc3)sc2n1,-1%,-17%,-35%[inhibitor],-20%,?,-10%,3%[46 µM],?
O=C1N(c2ccccc2)C[C@@H]2C[C@@H](c3cccc4c3OCO4)N3CCC[C@@]123,.,-3%,.,i,1%,0%,.,7%
O=S(Cc1ccc(Cl)cc1)CC(O)COCc1ccc(Cl)cc1 (configuration not stated),2%,0%,-9%,-8%,-6%,3%,?,1%

The list continues:
Structure,Luc counter,L3MBTL1 block,SMN2 splice up,RECQ1 inh,ALDH1A1 inh,Tau fibril ThT,Lamin A splicing,KDM4E inh
C#CCOCCOCCOCCNc1nc(N2CCN(C(=O)C([C@@H](C)CC)n3cc(C(N)Cc4ccc(O)cc4)nn3)CC2)nc(N2CCN(C(=O)[C@H](CCC(=O)O)n3cc(C(N)CO)nn3)CC2)n1 (some centres not stated),.,-6%,.,i,7%,2%,.,-4%
COc1ccc(Cc2noc(-c3ccc([N+](=O)[O-])cc3)n2)cc1OC,.,-22%,.,-9%,.,-19%,.,-8%
CCC(OC(=O)c1cccs1)C(=O)NCc1ccc2c(c1)OCO2 (configuration not stated),1%,4%[11.4 µM],-4%,-1%,-6%,4%,10%,3%
CC(NC(=O)COC(=O)c1ccc([N+](=O)[O-])s1)c1ccccc1 (configuration not stated),6%,?,29%,i,?,-6%,2%,-6%

Bioassay records deposited in PubChem BioAssay by National Center for Advancing Translational Sciences (NCATS).
